S1P4 ag – human S1P4 receptor agonism; O95977; hit rate 0.35% among 220,000; activation, % at 4.98 µM; S1P4-expressing cell line, agonist reporter assay; in the data active = activation above about 11%;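 also: 0% = DMSO vehicle and 100% = reference agonist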
NPY1 pot ag – potentiators or agonists of human neuropeptide Y receptor Y1 | NPY-Y1 expressing cells, potentiator/agonist activation | AID 1304 | P25929 | activation, % at 3.6 µM | hit rate 0.37% among 220,000; in the data active = activation above about 33%, passing the limit was not always enough;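 also: cells stimulated with NPY at EC10 then isoproterenol at EC100; 0% = low agonist plus stimulus and 100% = saturating agonist plus stimulus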
Target sequence (P25929 whole entry, looked up): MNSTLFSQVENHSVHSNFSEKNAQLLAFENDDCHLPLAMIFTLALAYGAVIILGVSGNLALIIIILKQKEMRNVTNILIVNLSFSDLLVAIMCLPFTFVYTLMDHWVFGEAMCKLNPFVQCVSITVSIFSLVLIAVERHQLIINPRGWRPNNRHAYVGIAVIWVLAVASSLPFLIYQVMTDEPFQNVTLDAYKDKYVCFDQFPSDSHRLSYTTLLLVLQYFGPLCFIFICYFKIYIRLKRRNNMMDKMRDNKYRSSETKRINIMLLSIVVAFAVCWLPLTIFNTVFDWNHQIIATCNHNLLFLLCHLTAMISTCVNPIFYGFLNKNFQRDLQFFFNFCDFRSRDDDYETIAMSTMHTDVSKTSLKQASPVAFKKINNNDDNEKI
CHOP inh – inhibitors of CHOP induction in ER stress response | CHO-K1 CHOP-promoter luciferase, tunicamycin-induced, 15-18 h | inhibition, % at 10 µM | hit rate 3.8% among 220,000;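 active = compounds that reduced the stress-induced luciferase reporter signal by more than about 70% of percent inhibition, limit read from the data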;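 also: 0% = tunicamycin plus vehicle and 100% = wells without tunicamycin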
NPY-Y2 PAM-ag – potentiators or agonists of human neuropeptide Y receptor Y2 | activation, % at 3.6 µM | hit rate 0.45% among 220,000 | cells expressing NPY-Y2, potentiator/agonist read-out; in the data active = activation above about 27%;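 also: cells stimulated with NPY near EC25 plus isoproterenol at EC100; 0% = vehicle plus submaximal agonist and 100% = vehicle plus saturating agonist; some results beyond the cut were filed as inactive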
zfTRPN1 agonist – agonists of zebrafish TRPN1 channel; HEK293 zebrafish TRPN1-YFP, Fluo-8 calcium fluorescence; 100% = response to 87 µM carbachol; activation, % at 3 µM; hit rate 0.18% among 220,000; AID 1424;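 active = activation above its plate's cutoff, the mean activation of test wells on that plate plus 3 SD, cut at about 19% in these data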;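 also: 0% = DMSO alone and 100% = 87 µM carbachol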
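Control set: carbachol 87 µM as high control, DMSO as low control; system: HEK293 stable line with zebrafish TRPN1-YFP; read-out: % activation versus carbachol response; detection: intracellular calcium fluorescence with Fluo-8; doses: single test compound dose, 3 µM nominal, 0.3% DMSO; schedule: dye 1 h 37 °C plus 30 min RT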
S1P4 antagonist – antagonists of human S1P4 receptor | O95977 | inhibition, % at 4.98 µM | hit rate 0.26% among 220,000 | S1P4-expressing cells, antagonist mode, reporter read-out; in the data active = inhibition above about 29%;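 also: 0% = wells stimulated with agonist and 100% = vehicle wells without agonist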
TRPML3 ag – activates the human TRPML3 channel; Q8TDD5; activation, % at 3 µM; hit rate 0.29% among 220,000; HEK293 TRPML3-YFP, Fluo-8 calcium fluorescence; 100% = the carbachol control signal;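 active = activation above its plate's cutoff, the mean activation of the plate's test wells plus 3 SD, cut at about 12% in these data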;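 also: 0% = DMSO only wells and 100% = carbachol wells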
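system = HEK293 cells stably carrying human TRPML3-YFP | doses = one concentration, 3 µM nominal, 0.3% DMSO | timing = dye loading 1 h 37 °C then 30 min ambient, 125 s read | detection = Fluo-8 calcium dye fluorescence, ex 470-495, em 515-575 nm | benchmarks = high control carbachol 87 µM, low control DMSO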
EP2 mod – modulators of human EP2 prostaglandin E2 receptor | EP2-expressing cells, cAMP HTRF FRET, PGE2 co-stimulation | induction, % at 25 µM | hit rate 0.83% among 260,000 | AID 940;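 active = compounds whose cAMP rise, as percent of the full-agonist control response, exceeds 60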;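 also: rat C6 glioma line stably carrying human EP2 under a CMV promoter; the protocol text gives 20 µM as final concentration; 100% = response of wells given 1 µM PGE2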
Target sequence (P43116 whole entry, looked up): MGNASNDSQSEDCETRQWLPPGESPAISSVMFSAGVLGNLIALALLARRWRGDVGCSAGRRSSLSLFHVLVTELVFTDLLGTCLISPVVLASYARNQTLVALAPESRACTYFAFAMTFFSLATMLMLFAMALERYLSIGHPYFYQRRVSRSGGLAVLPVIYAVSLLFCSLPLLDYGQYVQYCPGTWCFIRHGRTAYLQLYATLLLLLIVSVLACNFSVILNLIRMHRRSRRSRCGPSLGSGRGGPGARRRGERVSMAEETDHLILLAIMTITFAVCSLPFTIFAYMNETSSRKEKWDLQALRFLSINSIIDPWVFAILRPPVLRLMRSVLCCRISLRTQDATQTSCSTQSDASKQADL
NPY-Y1 antag – NPY-Y1 (human) receptor antagonism | HEK293-CNG Y1 cells, membrane potential fluorescence; NPY at EC95, then isoproterenol | inhibition, % at 3.6 µM | hit rate 1% among 200,000;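 active = inhibition above the campaign mean inhibition of all tested compounds plus 3 SD, cut at about 20% in these data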;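 also: 0% = DMSO wells given NPY plus isoproterenol and 100% = isoproterenol alone without NPY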
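Test system – HEK293 Y1/CNG channel cell line · Also added – NPY agonist 25 nM, then isoproterenol 1 µM plus Ro 20-1724 25 µM · Compound dosing – one concentration, 3.6 µM, in 0.4% DMSO · Schedule – compound incubation 1 h at room temperature, readout 45 min post-stimulation · Technique – fluorescence, membrane potential probe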
An asterisk follows results filed as active; / = no result given; & = joins results of further samples.

SMILES | S1P4 ag | NPY1 pot ag | CHOP inh | NPY-Y2 PAM-ag | zfTRPN1 agonist | S1P4 antagonist | TRPML3 ag | EP2 mod | NPY-Y1 antag
CNC(=S)N(CCc1ccc(OC)c(OC)c1)C1CC(=O)N(c2ccccc2)C1=O (stereo not drawn) | 0.4 | 9 | 6 | 9 | 8.4 | -8 | 2.2 | -4 | /
Cc1ccc(/C=N\NC(=O)Cn2c(C)nc3ccccc32)o1 | -0.2 | -7 | 7 | 1 | -0.7 | -7 | 0.1 | 9 | 0
CC(=O)c1c(C)[nH]c(C(=O)OCC(=O)Nc2ccc(Cl)c(S(=O)(=O)N(C)C)c2)c1C | -2.8 | -3 | 20 | -16 | 7.2 | 13 | 2.5 | -42 | /
CC(CCc1ccccc1)N1CCN(Cc2ccccc2)CC1 (stereo not drawn) | 1.9 | -6 | 13 | 4 | -0.5 | -7 | 0.6 | -8 | 6
c1ccc(-c2nnc(N3CCOCC3)nc2-c2ccccc2)cc1 | 1.5 | 31 | 11 | 0 | -1.8 | 12 | -0.1 | 23 | -4
COc1ccc(CCN2CC34C=CC(O3)C(C(=O)NCc3ccccc3Cl)C4C2=O)cc1OC (stereo not drawn) | 0.6 | 10 | 15 | -17 | 0.2 | -10 | 0.7 | 21 | -4
CCCCCCCCCCC(=O)NNC(=O)c1c(O)c2ccccc2n(CC)c1=O | -0.3 | -13 | 21 | 0 | 1.4 | -13 | 0.3 | 8 | 0
COC(=O)c1ccc(CSc2nnc(C)n2N)o1 | -1.2 | -4 | -11 | -5 | -0.6 | -10 | 0.5 | 7 | 6
CCn1c(SCC(=O)NCc2ccco2)nnc1-c1c[nH]c2ccccc12 | 1.8 | 1 | 0 | -3 | -1.8 | -5 | 0.4 | -17 | 2
COc1ccccc1/C=C/C(=O)OCc1nc2ccccc2c(=O)[nH]1 | -0.7 | -23 | 28 | -1 | -0.2 | -5 | 0.3 | -33 | 4
Cc1ccc(NC(=O)CSc2cccc[n+]2[O-])c([N+](=O)[O-])c1 | 1.6 | 2 | -13 | -5 | -0.5 | 0 | 1.0 | 5 | 1
CCOC(=O)CNc1nc(Cl)nc(Nc2ccc(C)cc2)n1 | 0.4 | -4 | 70* | -7 | -1.2 | -8 | -0.2 | -16 | /
CCN(C(=O)Cn1c(=O)oc2cc(S(=O)(=O)N3CCOCC3)ccc21)c1ccccc1 | -0.5 | 6 | -24 | -17 | 3.4 | -15 | 0.8 | -7 | /
CCCOc1ncnc2c1[nH]c1ccc(C)cc12 | 0.3 | -2 | 63 | 16 | 5.1 | -17 | 3.4 | -41 | /
Cc1ccc(-c2csc(N(CCCN3CCOCC3)C(=O)c3ccco3)n2)cc1 | -1.0 | -35 | -52 | -13 | -0.3 | -6 | -0.2 | 30 | 14
Cc1ccc(NC(=O)c2ccccc2N(C)S(=O)(=O)c2ccccc2)c(C)c1 | 0.0 | 8 | 7 | 0 | 0.0 | -5 | 0.8 | 7 | -2
CCN(CC)C(=O)Cn1c(=O)n(CCCC(=O)NCc2ccccc2)c(=O)c2sccc21 | -0.5 | 0 | -22 | 0 | -0.6 | -3 | -2.3 | 7 | 0
COc1ccc(-n2c(Cc3cccn3C)nnc2SCC(=O)Nc2ccc(F)cc2)cc1 | -0.2 | -14 | 31 | -8 | -0.4 | 12 | 0.2 | -5 | 1
CCCCn1c(=O)[nH]c(=O)c2c1nc(-c1ccc(OCCC)c(OCC)c1)n2CCOC | -0.6 | -8 | 47 | -2 | -1.3 | -28 | 0.3 | 60 | -3
Cc1ccc(NC(=O)NCC2CCN(Cc3cccc(Cl)c3)CC2)cc1Cl | 1.6 | 9 | 89* | -5 | 4.5 | 1 | 1.8 | -51 | 8
COC(=O)Sc1nc(N2CCOCC2)c2c(c1C#N)CC(C)(C)OC2 | 3.6 | -14 | 46 | -15 | 0.8 | -4 | 0.0 | 38 | -5
Cc1onc(-c2ccccc2Cl)c1C(=O)Nc1ccc(CN2CCCC2)cc1 | 2.2 | 17 | -2 | -16 | -0.3 | 4 | 0.5 | -4 | 1
Oc1c(-c2cc(-c3ccco3)[nH]n2)ccc2ccccc12 | 1.4 | 16 | 75* | 8 | -1.1 | 13 | 0.2 | -38 | 6
CCC(=O)N1c2ccccc2NC2=C(C(=O)CCC2)C1c1ccco1 (stereo not drawn) | 1.8 | 20 | 6 | 1 | 0.1 | -4 | 0.3 | 27 | 6
Cc1ccc2nc(SCC(=O)Nc3ccc(C(N)=O)cc3)[nH]c2c1 | 0.5 | -6 | 24 | 4 | -0.9 | -9 | 0.8 | -26 | 2

Of the compounds above, 9 contain four or more nitrogen atoms.
SMILES | S1P4 ag | NPY1 pot ag | CHOP inh | NPY-Y2 PAM-ag | zfTRPN1 agonist | S1P4 antagonist | TRPML3 ag | EP2 mod | NPY-Y1 antag
Cc1ccc(/C=N\NC(=O)Cn2c(C)nc3ccccc32)o1 | -0.2 | -7 | 7 | 1 | -0.7 | -7 | 0.1 | 9 | 0
c1ccc(-c2nnc(N3CCOCC3)nc2-c2ccccc2)cc1 | 1.5 | 31 | 11 | 0 | -1.8 | 12 | -0.1 | 23 | -4
COC(=O)c1ccc(CSc2nnc(C)n2N)o1 | -1.2 | -4 | -11 | -5 | -0.6 | -10 | 0.5 | 7 | 6
CCn1c(SCC(=O)NCc2ccco2)nnc1-c1c[nH]c2ccccc12 | 1.8 | 1 | 0 | -3 | -1.8 | -5 | 0.4 | -17 | 2
CCOC(=O)CNc1nc(Cl)nc(Nc2ccc(C)cc2)n1 | 0.4 | -4 | 70* | -7 | -1.2 | -8 | -0.2 | -16 | /
CCN(CC)C(=O)Cn1c(=O)n(CCCC(=O)NCc2ccccc2)c(=O)c2sccc21 | -0.5 | 0 | -22 | 0 | -0.6 | -3 | -2.3 | 7 | 0
COc1ccc(-n2c(Cc3cccn3C)nnc2SCC(=O)Nc2ccc(F)cc2)cc1 | -0.2 | -14 | 31 | -8 | -0.4 | 12 | 0.2 | -5 | 1
CCCCn1c(=O)[nH]c(=O)c2c1nc(-c1ccc(OCCC)c(OCC)c1)n2CCOC | -0.6 | -8 | 47 | -2 | -1.3 | -28 | 0.3 | 60 | -3
Cc1ccc2nc(SCC(=O)Nc3ccc(C(N)=O)cc3)[nH]c2c1 | 0.5 | -6 | 24 | 4 | -0.9 | -9 | 0.8 | -26 | 2

Next section.
SMILES | S1P4 ag | NPY1 pot ag | CHOP inh | NPY-Y2 PAM-ag | zfTRPN1 agonist | S1P4 antagonist | TRPML3 ag | EP2 mod | NPY-Y1 antag
O=C(OCC(=O)C12CC3CC(CC(C3)C1)C2)c1cccnc1 | 2.4 | 2 | -26 | 10 | -1.6 | -15 | 0.2 | -6 | -5
Cc1ccc(-c2nc(-c3nccc4ccccc34)oc2-c2ccccc2)cc1 | 2.6 | -45 | -10 | -42 | -0.7 | 1 | 0.9 | 22&35 | /
CCC(=O)Nc1cc(Cl)ccc1N1CCN(C(=O)CC)CC1 | -1.6 | -13 | 23 | -8 | -0.2 | -8 | -0.5 | 11 | 14
Cn1c(NN)nc2sc3c(c2c1=O)CC(C)(C)OC3 | 2.0 | 8 | 13 | -2 | 1.3 | -20 | 1.0 | 18 | -5
O=C(CSc1nnc(-c2ccc(F)cc2)c2ccccc12)Nc1cccc(Cl)c1 | 0.2 | -29 | 38 | 4 | -0.3 | -12 | -0.1 | 34 | 4
O=c1cc(/C=C/c2c(F)cccc2Cl)[nH]c2ccccc12 | -0.4 | -6 | 31 | -9 | 1.8 | -6 | 0.1 | 3 | -2
CC1CC(C)CN(C(=O)CSc2nc3ccsc3c(=O)n2Cc2ccccn2)C1 (stereo not drawn) | 2.0 | 10 | -4 | -12 | -1.1 | -10 | 0.1 | 9 | 0
O=C(NC(=S)N1CCCCC1)c1cccnc1 | 1.2 | 22 | 4 | -12 | 0.8 | 2 | 1.1 | 11&25 | -4
Cc1cc(C(=O)Nc2ccc(S(=O)(=O)Nc3onc(C)c3C)cc2)cs1 | 0.4 | -25 | -4 | -9 | -0.6 | -14 | 0.3 | 32 | -6
Cc1ccc2cc(C#N)c(SCC(=O)N3CCCc4ccccc43)nc2c1 | 0.4 | -18 | 18 | 10 | -1.2 | -3 | 0.1 | 17 | 2
Cc1ccc(S(=O)(=O)C(c2ccccc2)c2c(C)noc2C)cc1 (stereo not drawn) | 0.4 | -7 | 12 | -12 | -1.9 | -9 | -1.3 | 26 | 2
COc1ccccc1NC(=O)CN1CCN(c2ccc(Cl)cc2)CC1 | -2.4 | -16 | 45 | -15 | -1.3 | -3 | -0.7 | -11 | 16
COc1ccc(-c2noc(CCC(=O)Nc3cc(OC)ccc3OC)n2)cc1 | 0.6 | -31 | 12 | -9 | -0.7 | 5 | -0.3 | -11 | -1
CCC(=O)Nc1cc(C(=O)O)ccc1Sc1ccc(C)cc1 | 0.1 | -13 | 4 | -17 | -0.9 | 12 | 1.1 | 13 | 2
N=C1C(c2ccccc2)=C(O)CN1NC(=O)c1ccccc1 | 0.3 | 3 | 4 | -7 | 1.2 | -9 | 0.4 | 7 | -2
CCS(=O)(=O)c1nc(S(=O)(=O)c2ccc(C)cc2)c(NCc2ccccn2)s1 | 0.3 | -1 | 23 | 0 | -1.1 | -5 | 0.6 | -20 | -1
CCCN(CC(=O)Nc1c(C)cccc1CC)C(=O)SCC | 1.1 | -27 | 66 | -3 | -1.3 | -4 | 0.6 | 22 | 19
COCc1c(C(N)=O)nnn1-c1nonc1N | 1.6 | 10 | 31 | -5 | 0.9 | -15 | 0.4 | 19 | -1
CCc1nnc(NC(=O)Cn2nnc(-c3ccccc3F)n2)s1 | -0.1 | -14 | 46 | -6 | 0.5 | -30 | 0.4 | 12&11 | 14
Cc1ccc(S(=O)(=O)/N=C/c2ccco2)cc1 | 1.9 | 16 | 1 | 2 | 0.7 | -8 | 1.1 | 21 | 1
COC(=O)CSc1nc2c(c(-c3ccco3)c1C#N)CCCC2 | -0.1 | -14 | 69 | -1 | 0.5 | -13 | 0.9 | 46 | 4
Cc1csc2ncc(C(=O)N(Cc3ccccc3)c3ccccn3)c(=O)n12 | -3.9 | -4 | -2 | -3 | 1.1 | 8 | -0.3 | 11 | 0
Cc1cc(NC(=O)c2ccc(Cl)cc2)no1 | 2.1 | -2 | 42 | -26 | 1.7 | -6 | -0.4 | 1 | 1
COC(=O)C1(S(=O)(=O)c2cc(Br)cc3c2N(C(C)=O)CC3)CC1 | 2.9 | 3 | 11 | -2 | 0.0 | -22 | -0.2 | 10 | -3
O=C(CN1CCN(c2ccc(O)cc2)CC1)NC(c1ccccc1)c1ccccc1 | 2.8 | -8 | 3 | 2 | 1.3 | -23 | 1.2 | 25 | 10
Cc1nc(CN2CCN(Cc3nc(C(c4ccccc4)c4ccccc4)no3)CC2)cs1 | 2.1 | 12 | 11 | 7 | -1.9 | -24 | -0.3 | 13 | 7
